Screening data (PubChem)
VHR inh abs – inhibitors of human VHR1 phosphatase (DUSP3); P51452; recombinant VHR phosphatase, pNPP absorbance; inhibition, % at 13.3 µM; hit rate 0.52% among 290,000; AID 1654; in the data active = inhibition above about 50%; also: some compounds called inactive have numbers as strong as hits
Target sequence (P51452 whole entry, looked up): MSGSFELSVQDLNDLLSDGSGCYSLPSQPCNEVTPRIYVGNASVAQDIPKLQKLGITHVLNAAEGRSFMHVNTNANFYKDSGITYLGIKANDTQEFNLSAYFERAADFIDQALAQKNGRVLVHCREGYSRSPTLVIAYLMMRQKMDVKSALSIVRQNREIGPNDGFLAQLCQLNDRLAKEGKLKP
Rv3671c protease – Rv3671c (M. tuberculosis) protease inhibition; inhibition, % at 5.96 µM; AID 2606; P9WHR9; hit rate 0.048% among 320,000; in the data active = inhibition above about 38%;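 also: extracellular domain of Rv3671c used as enzyme; 0% = enzyme with DMSO and 100% = no enzyme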
Y pestis TopoI – inhibitors of Yersinia pestis topoisomerase I | activity, % at 10 µM | hit rate 0.064% among 360,000 | Y. pestis Topo-I cleavage product accumulation, plate reader | AID 504884; in the data active = activity above about 50%, passing the limit was not always enough; also: inactives centre near 2
PfHsp40 yeast – compounds rescuing yeast from Plasmodium falciparum HSP40 toxicity | growth rescue, % at 12.5 µM | S. cerevisiae expressing PfHsp40, growth rescue, ATP luminescence | hit rate 0.68% among 340,000; in the data active = growth rescue above about 28%, passing the limit was not always enough;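 also: yeast W303a lacking pdr1 and pdr3 grown in galactose medium; growth measured after three days at 30 °C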
PriA SSB inh – inhibitors of Klebsiella pneumoniae PriA binding to SSB C-terminal tail | AlphaScreen SSBct-PriA binding, biotinylated peptide | inhibition, % at 33 µM | hit rate 0.6% among 430,000 | AID 1272365; in the data active = inhibition mostly above about 37%, no sharp cut-off; inactive = mostly below about 20%;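 also: plate controls were negative control peptide for no effect and reference peptide for full effect; strong numbers were not always called active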
3CLpro inhibitor – SARS-CoV 3CLpro protease inhibition. P0C6X7. recombinant SARS-CoV 3CLpro, quenched FRET peptide cleavage. AID 1706. inhibition, % at 6 µM. hit rate 0.14% among 290,000; in the data active = inhibition above about 12%
BH1578 lux ind – induces V. cholerae light production without autoinducers. hit rate 0.16% among 350,000. activation, % at 18.7 µM. V. cholerae BH1578 lux reporter, luminescence, 6 h. AID 588436; in the data active = activation mostly above about 9.7%, no sharp cut-off; also: not every result past the cut was called active; inactives centre near 0; reference of the scale not given here
Anthrax LF prot – anthrax lethal factor protease inhibition; P15917; multiplex microsphere protease cleavage assay, LF; inhibition, % at 10 µM; hit rate 0.12% among 360,000; in the data active = inhibition above about 30%; also: plate controls were buffer without enzyme for full effect and enzyme alone for no effect
Target sequence (P15917 whole entry, looked up): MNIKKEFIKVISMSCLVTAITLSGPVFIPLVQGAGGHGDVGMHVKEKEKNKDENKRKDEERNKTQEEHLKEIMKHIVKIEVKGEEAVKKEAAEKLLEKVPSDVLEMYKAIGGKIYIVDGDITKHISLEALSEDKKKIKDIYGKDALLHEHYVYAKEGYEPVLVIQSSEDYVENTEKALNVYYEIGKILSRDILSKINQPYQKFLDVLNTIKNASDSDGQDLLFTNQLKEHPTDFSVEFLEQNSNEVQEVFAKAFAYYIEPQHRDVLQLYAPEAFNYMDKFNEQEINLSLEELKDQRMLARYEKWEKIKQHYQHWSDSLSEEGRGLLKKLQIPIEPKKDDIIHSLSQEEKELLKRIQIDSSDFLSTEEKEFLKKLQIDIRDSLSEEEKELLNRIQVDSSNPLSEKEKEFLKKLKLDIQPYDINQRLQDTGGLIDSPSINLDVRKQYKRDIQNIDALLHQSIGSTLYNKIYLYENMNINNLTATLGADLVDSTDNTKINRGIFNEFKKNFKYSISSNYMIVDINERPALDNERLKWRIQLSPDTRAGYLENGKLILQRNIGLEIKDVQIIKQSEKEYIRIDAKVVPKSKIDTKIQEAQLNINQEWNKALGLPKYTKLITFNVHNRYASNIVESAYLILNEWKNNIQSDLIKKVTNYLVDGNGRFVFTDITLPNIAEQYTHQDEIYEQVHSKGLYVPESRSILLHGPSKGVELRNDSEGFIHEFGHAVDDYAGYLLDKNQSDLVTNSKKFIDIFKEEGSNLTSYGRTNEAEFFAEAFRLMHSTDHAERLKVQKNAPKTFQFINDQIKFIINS
MazF activator – activators of E. coli MazEF toxin-antitoxin RNase | hit rate 0.32% among 350,000 | FAM/BHQ RNA-DNA oligo cleavage fluorescence, 5 h | activation, % at 20 µM | P0AE70; in the data active = activation above about 50%
TcdB GH inh – inhibitors of Clostridioides difficile toxin B glycohydrolase | P18177 | TcdB glycohydrolase enzymatic assay, plate reader | inhibition, % at 9.99 µM | hit rate 0.24% among 350,000 | AID 652162; in the data active = inhibition above about 10%
Numbers without * were called inactive; i = inactive; / = no result given.

Every second line gives: VHR inh abs, Rv3671c protease, Y pestis TopoI, PfHsp40 yeast, PriA SSB inh, 3CLpro inhibitor, BH1578 lux ind, Anthrax LF prot, MazF activator, TcdB GH inh
1: N#CCC(=O)N/N=C/c1cc([N+](=O)[O-])ccc1N1CCOCC1
 : 29, 2, -13, /, /, 2, 0.2, -7, -28, 1.2
2: CCOc1ccc(-c2nc(N)ncc2Oc2ccccc2Br)c(O)c1
 : -8, -10, -2, 0.7, 12, -2, i, -4, -2, /
3: C/C=C/c1ccc(OCCCCN2CC(C)CC(C)C2)c(OC)c1 (stereo not given)
 : -3, 7, 11, 0.0, 6, 7, 8.3, -5, 3, 0.7
4: O=C(Nc1cccc2ccccc12)NC1CC1
 : /, /, 1, /, /, /, -2.6, 5, -3, 0.5
5: CN(C)C(=O)Nc1cccc(OC(=O)N(C)C)c1
 : -6, 7, -1, -0.9, -13, -3, i, 1, 6, /
6: COc1ccc(-c2cnn3cc(-c4cccc(Cl)c4)cnc23)cc1
 : 9, 4, 6, 1.2, -1, 0, i, -7, -7, 0.9
7: O=C(/C=C/c1c(F)cccc1Cl)c1ccc(F)cc1
 : 8, 0, 9, -1.1, -17, 5, -0.6, 2, -2, /
8: CN1C(=O)CC(N2CCN(CC(N)=O)CC2)C1=O (stereo not given)
 : 14, 5, 4, -2.0, -5, -2, i, 2, 6, /
9: O=C(Nc1ccon1)Nc1cccc(Cl)c1Cl
 : 4, -5, -1, 4.8, -3, 1, i, -3, -1, -2.0
10: S=C(NCc1ccco1)Nc1ccc(Br)cc1Cl
 : 22, 5, 0, 3.6, 3, 5, -0.2, -1, 12, 0.5
11: O=C(COC(=O)c1ccc([N+](=O)[O-])o1)NCc1ccccc1
 : /, -9, -7, 2.4, 2, /, /, 8, 3, 7.8
12: CC(=NCCc1ccccc1)c1c(O)[nH]c(=O)[nH]c1=O
 : 13, -4, 1, -0.2, -12, 2, 0.9, -3, 6, -0.5
13: CCc1nc2c(OCCC3CCCCC3)cccn2c1N(C=O)Cc1ccc(OC)cc1
 : /, /, 28, /, /, /, -0.8, -6, /, 0.4
14: O=C(COC(=O)CSc1nnc(-c2ccc(Cl)cc2)o1)Nc1cc(Cl)ccc1Cl
 : -4, -1, 8, -1.9, -8, 0, -0.2, 0, 26, -0.4
15: O=C(NCCc1cccc(F)c1)/C(=C/c1cccnc1)NC(=O)c1ccccc1
 : 4, -7, 6, -1.2, -1, 1, i, -2, -10, 0.6
16: COc1cc(/C=N/Nc2ncc(C(F)(F)F)cc2Cl)cc(OC)c1O
 : 8, 5, -7, 0.5, /, -2, -0.1, -1, -2, /
17: Cc1c(NCc2nc3ccccc3[nH]2)c(=O)n(-c2ccccc2)n1C
 : 19, 7, -4, 0.0, 10, -1, -0.6, -2, 9, 0.1
18: COC(=O)c1ccc(CNCC(O)COc2ccc(-c3ccccc3)cc2)cc1 (stereo not given)
 : -12, -11, -4, 1.6, 1, 3, -0.2, 0, 4, -1.3
19: Cc1ccc(NC(=O)c2c([N+](=O)[O-])cnn2C)cc1C
 : -2, 1, 24, -1.2, -8, -1, -0.3, 28, 2, 1.1
20: CC1(C)N=C(N)N=C(N)N1c1cccc(CC(=O)Nc2ccccc2)c1
 : /, /, -2, /, /, /, i, 2, 6, -0.9
21: Cn1c(CNC(=O)c2ccc(F)cc2)nc2ccccc21
 : 9, -2, 2, 0.2, -5, 3, -0.2, -1, 6, 0.4
22: NC(=O)c1ccc(NC(=O)Nc2ccc3c(c2)OCO3)cc1
 : 2, 1, 1, -2.1, -7, -3, 1.0, 7, 13, 2.3
23: COc1ccc(OC)c(CN2CCN(C(=O)c3ccco3)CC2)c1
 : -5, 4, 4, 0.2, -6, -2, i, 6, -7, 2.3
24: COCc1nnc(NC(=O)CSc2ccc(C)cc2)s1
 : 10, 3, 2, 1.0, -17, 1, -0.2, -9, 3, /
25: CCCCN(C(=O)C1CC(=O)N(c2ccc(OC)cc2OC)C1)c1c(N)n(CC(C)C)c(=O)[nH]c1=O (stereo not given)
 : 32, -6, 5, -0.1, -11, 0, i, 2, 6, 0.5
26: O=C(NC1CCCCNC1=O)c1ccco1 (stereo not given)
 : -13, -9, -4, 1.6, -12, -7, i, 0, 1, 0.3
27: O=S(=O)(Nc1c(S(=O)(=O)c2ccccc2)c2nc3ccccc3nc2n1C1CCCCC1)c1ccccc1
 : 8, -59, 28, -1.3, 73*, 3, -0.4, 0, 4, 1.2
28: CC(=NCc1ccco1)c1c(O)n(C)c(=O)n(C)c1=O
 : -10, 0, -3, 0.3, -20, 1, -2.0, -1, 2, /
29: COc1ccc(CNC(=O)Cn2nnc(-c3ccc(NC(=O)C4CCCCC4)cc3)n2)cc1
 : 21, -12, -8, 1.4, -12, -4, -0.2, -2, -45, -2.4
30: N#Cc1c2n(c(=S)n(-c3ccccc3[N+](=O)[O-])c1=O)CCCCC2
 : 26, 1, -12, 1.2, -2, 1, i, -6, 12, 1.6

Remaining list, next part:
item | SMILES | VHR inh abs | Rv3671c protease | Y pestis TopoI | PfHsp40 yeast | PriA SSB inh | 3CLpro inhibitor | BH1578 lux ind | Anthrax LF prot | MazF activator | TcdB GH inh
31 | CCOC(=O)Cc1csc(NC(=S)NC(=O)c2cccc([N+](=O)[O-])c2)n1 | -4 | -6 | -7 | -0.4 | 6 | -4 | -0.3 | 2 | 2 | 0.6
32 | CCOC(=O)c1sc(NC(C)=O)nc1C | -50 | 1 | 7 | -0.7 | -18 | 5 | i | 0 | 6 | -0.5
33 | CCOc1cc(/C=N/NC(=O)Cn2nc([N+](=O)[O-])cc2C)cc(Br)c1OCc1ccccc1C | 24 | 3 | 7 | 0.7 | / | 2 | 1.0 | 0 | 7 | /
34 | Cc1ccsc1C(=O)NCC(=O)OCc1ccccc1 | -3 | 1 | 5 | 0.1 | -11 | -1 | 0.4 | 2 | -8 | 0.9
35 | CCOc1ccc(N2C(=O)Nc3ccccc3C2(O)C(=O)NCc2ccc(C)cc2)cc1 (stereo not given) | 26 | 2 | 4 | -0.5 | -3 | 0 | i | -7 | 1 | 0.9
36 | CN(Cc1cccs1)C(=O)c1ccc(S(=O)(=O)NCc2ccco2)cc1 | 7 | 8 | 5 | 0.7 | 1 | 3 | i | 6 | 3 | 1.4
37 | N#CC(C#N)=C1c2cc(S(N)(=O)=O)ccc2-c2ccc(S(N)(=O)=O)cc21 | 18 | / | -3 | 1.6 | 2 | -3 | -4.1 | -4 | -92 | -0.4
38 | Cc1ccnc(Nc2nc(-c3sc(C)nc3C)cs2)c1 | / | -4 | 18 | 12 | 0 | / | -0.5 | 20 | 10 | 2.1
39 | CCNC(=O)/C=C1\NC(C)(C)Cc2c1ccc1ccccc21 | -8 | 4 | 10 | -0.4 | 6 | -1 | -1.9 | -9 | 7 | 5.3
40 | C=CCn1c(SCc2nc3cc(C(F)(F)F)ccc3c(=O)[nH]2)nc2sc(CC)cc2c1=O | -10 | -6 | -1 | -1.0 | -10 | 4 | -0.6 | 0 | -18 | /
41 | COc1cc2nc(CN3CCN(S(=O)(=O)c4ccc(C)c(C)c4)CC3)[nH]c(=O)c2cc1OC | 1 | 6 | 6 | -2.0 | 2 | 1 | -0.2 | 0 | -7 | 0.6
42 | CS(=O)(=O)Nc1ccc(S(=O)(=O)N2CCCCCC2)cc1 | 29 | -18 | -1 | 0.5 | -2 | 2 | -0.9 | 1 | 3 | -0.1
43 | CNC(=S)N1CCN=C1Nc1nc(C)cc(C)n1 | 29 | -1 | -10 | -0.6 | 4 | 0 | i | 7 | 8 | -1.7
44 | CCOC(=O)c1sc(C)c2c(=O)n(CC)nnc12 | 17 | -3 | -4 | 0.8 | 5 | -5 | i | -2 | -9 | /
45 | N/C(Cc1cccc2ccccc12)=N\O | 12 | 2 | -2 | -2.3 | / | 2 | -0.4 | 17 | -6 | 1.9
46 | CCOC(=O)c1oc2ccc(/C=N/O)c(Cl)c2c1C | 0 | -8 | 16 | -0.6 | / | 0 | -0.3 | 3 | -22 | -0.1
47 | Cc1nn(Cc2ccc(Cl)cc2)c(C)c1NC(=O)CSc1nc2c(c(C(F)(F)F)n1)CCc1ccccc1-2 | 26 | -7 | 2 | -1.4 | -20 | 4 | -2.5 | -2 | -11 | /
48 | CCOC(=O)c1oc2ccc(CNC(C)(C)C)c(Cl)c2c1C | 22 | 6 | -4 | 0.8 | -3 | -3 | i | 2 | 18 | 1.3
49 | CCn1c(SCC(=O)Nc2ccc3c(c2)OCCO3)nnc1C(C)C | 22 | 3 | 4 | -0.8 | 0 | -7 | 0.0 | 0 | 1 | 1.2
50 | CC(C)Cc1nnc(NC(=O)c2cc3c(s2)CCC3)s1 | -7 | -5 | 0 | 0.0 | -3 | 4 | i | -2 | -3 | 0.4
51 | CC(=C\C(=O)O)/C(=C/c1ccco1)C(=O)O | 4 | 10 | 2 | -2.1 | -7 | -2 | -0.5 | 5 | 3 | -0.4
52 | Cc1ccc(S(=O)(=O)Nc2cc(-c3nn(C)c(=O)c4ccccc34)ccc2N2CCOCC2)cc1 | 9 | 3 | 4 | 1.9 | -9 | 3 | 0.1 | -4 | 7 | 1.5
53 | CN(Cc1cccc(Cl)c1)C(=O)C1CCN(C(=O)Nc2ccccc2)CC1 | / | 1 | 15 | 0.7 | -3 | / | -0.3 | -3 | -3 | -9.2
54 | c1coc(-c2nc3c([nH]2)CCc2nonc2-3)c1 | 19 | 2 | -7 | 1.7 | -3 | 2 | i | -2 | -10 | /

Compounds listed so far that contain fluorine, in the order listed:
item | SMILES | VHR inh abs | Rv3671c protease | Y pestis TopoI | PfHsp40 yeast | PriA SSB inh | 3CLpro inhibitor | BH1578 lux ind | Anthrax LF prot | MazF activator | TcdB GH inh
7 | O=C(/C=C/c1c(F)cccc1Cl)c1ccc(F)cc1 | 8 | 0 | 9 | -1.1 | -17 | 5 | -0.6 | 2 | -2 | /
15 | O=C(NCCc1cccc(F)c1)/C(=C/c1cccnc1)NC(=O)c1ccccc1 | 4 | -7 | 6 | -1.2 | -1 | 1 | i | -2 | -10 | 0.6
16 | COc1cc(/C=N/Nc2ncc(C(F)(F)F)cc2Cl)cc(OC)c1O | 8 | 5 | -7 | 0.5 | / | -2 | -0.1 | -1 | -2 | /
21 | Cn1c(CNC(=O)c2ccc(F)cc2)nc2ccccc21 | 9 | -2 | 2 | 0.2 | -5 | 3 | -0.2 | -1 | 6 | 0.4
40 | C=CCn1c(SCc2nc3cc(C(F)(F)F)ccc3c(=O)[nH]2)nc2sc(CC)cc2c1=O | -10 | -6 | -1 | -1.0 | -10 | 4 | -0.6 | 0 | -18 | /
47 | Cc1nn(Cc2ccc(Cl)cc2)c(C)c1NC(=O)CSc1nc2c(c(C(F)(F)F)n1)CCc1ccccc1-2 | 26 | -7 | 2 | -1.4 | -20 | 4 | -2.5 | -2 | -11 | /

This is a subset; count on the stated rates, not on these rows.
